# EPAC2 antag: antagonists of human EPAC2; EPAC2 GEF exchange of Rap1B-BODIPY-GDP, fluorescence; Potency, µM (series often up to 114 µM), inactives show at the top dose activity, negative = inhibition, hits mostly inhibitors; 0.18% of 360,000 active; AID 720708; note: potency is the fitted concentration of half-maximal effect; % is set by controls: 0 for no effect and ±100 for the full control effect; nearly all actives have a fitted effect of over 45% in size; many of its hits are not listed in these tables
# Target sequence (Q8WZA2 whole entry, looked up): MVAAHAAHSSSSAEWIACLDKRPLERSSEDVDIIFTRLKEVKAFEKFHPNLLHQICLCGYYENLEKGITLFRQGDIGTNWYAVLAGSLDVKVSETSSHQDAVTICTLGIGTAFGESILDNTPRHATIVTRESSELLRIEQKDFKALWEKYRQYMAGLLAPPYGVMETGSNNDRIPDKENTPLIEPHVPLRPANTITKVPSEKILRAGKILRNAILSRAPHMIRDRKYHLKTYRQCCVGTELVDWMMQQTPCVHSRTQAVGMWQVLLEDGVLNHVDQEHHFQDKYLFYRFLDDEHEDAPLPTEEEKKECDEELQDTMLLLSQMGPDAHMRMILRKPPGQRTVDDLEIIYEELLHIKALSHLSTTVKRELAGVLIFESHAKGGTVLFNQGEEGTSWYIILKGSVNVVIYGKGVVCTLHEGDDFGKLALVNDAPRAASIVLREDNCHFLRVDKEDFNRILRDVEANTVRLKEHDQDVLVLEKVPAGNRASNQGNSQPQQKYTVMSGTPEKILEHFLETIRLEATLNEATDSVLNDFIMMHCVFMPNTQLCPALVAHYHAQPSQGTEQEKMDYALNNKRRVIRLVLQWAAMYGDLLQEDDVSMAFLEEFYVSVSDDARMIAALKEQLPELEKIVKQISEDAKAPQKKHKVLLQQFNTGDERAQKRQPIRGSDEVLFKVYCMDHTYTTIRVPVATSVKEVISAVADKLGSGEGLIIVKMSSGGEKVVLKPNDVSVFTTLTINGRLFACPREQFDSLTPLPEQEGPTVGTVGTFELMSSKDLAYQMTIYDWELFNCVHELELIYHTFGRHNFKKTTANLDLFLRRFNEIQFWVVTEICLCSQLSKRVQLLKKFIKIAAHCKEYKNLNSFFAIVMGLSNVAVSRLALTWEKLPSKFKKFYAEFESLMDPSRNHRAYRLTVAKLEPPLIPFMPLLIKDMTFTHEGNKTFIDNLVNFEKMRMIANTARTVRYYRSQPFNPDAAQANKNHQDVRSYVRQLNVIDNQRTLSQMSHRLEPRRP
# MmCpn inh: inhibitors of Methanococcus maripaludis chaperonin (MmCpn) | purified Mm-Cpn ATPase, ADP Transcreener TR-FRET | Potency, µM (top dose mostly 76.9 µM), without a hit: at the highest dose activity, negative = inhibition, hits mostly inhibitors | 0.031% of 330,000 active; note: potency is the fitted concentration of half-maximal effect; % is set by controls: 0 for no effect and ±100 for the full control effect; nearly all actives have a fitted effect of over 80% in size
#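 ATPase turnover read by TR-FRET ADP competition (Eu cryptate antibody/ADP-d2, 665/590 nm): 10uM ATP final, 25nM Mm-CPN final, 30 min 37degC after 10-min compound preincubation, pH 7.4 Tris/KCl/MgCl2/DTT buffer.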
# EPAC1 agonist: activates human EPAC1 exchange factor; O95398; EPAC1 agonist qHTS, biochemical assay; response scale: 100% = response to 6.5 mM cAMP; Potency, µM (series often up to 154 µM), for the others: at the top dose activation, usual class: activators; 0.073% of 360,000 active; note: potency is the fitted concentration of half-maximal effect; nearly all actives have a fitted effect of over 60% in size
#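 Compounds were pinned as a concentration titration into mixtures of EPAC1 (100 nM), BODIPY-GDP-loaded Rap1B (250 nM) and GDP (50 uM). After 5 min at room temperature, fluorescence was followed for 30 min; activity was scaled to 6.5 mM cAMP.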
# CCT chaperon mod: cytosolic chaperonin activity modulation; purified chaperonin ATPase assay, HTRF ADP detection, 30 min; activity change, % (test concentration not listed), hits read low; 0.3% of 360,000 active; AID 651819; in the data active = activity change below about -30%; note: % is set by controls: 0 for no effect and ±100 for the full control effect
#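 ATPase activity: ADP formed was measured by HTRF Transcreener (665/615 nm ratio) after 30 min at 37 deg C with 10 uM ATP. Compounds screened at one 76 uM concentration against 40 or 20 nM TRiC in Tris pH 7.4/KCl/MgCl2/DTT buffer.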
# WRN inhibitor: blocks human WRN helicase | WRN helicase unwinding, fluorescent forked duplex, kinetic | 0.46% of 360,000 active | AID 651768 | Potency, µM (series often up to 114 µM), for inactives: at the highest dose activity change, negative = inhibition, usual class: inhibitors | Q14191; note: potency is the fitted concentration of half-maximal effect; % is set by controls: 0 for no effect and ±100 for the full control effect; nearly all actives have a fitted effect of over 55% in size
#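 Enzyme (20 nM final) and test compound sit together 15 min at room temperature before substrate addition. Substrate is a single-forked duplex oligonucleotide (100 nM) labelled with fluorophore and quencher, with 2 mM ATP; helicase unwinding raises red fluorescence, read kinetically.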
# EPAC1 antag: antagonists of human EPAC1 | O95398 | EPAC1 GEF assay, Rap1b-BODIPY-GDP exchange fluorescence | Potency, µM (series often up to 115 µM), for the others: at the highest dose activity change, negative = inhibition, hits mostly inhibitors | 0.14% of 360,000 active | AID 720709;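 note: potency is the fitted concentration of half-maximal effect; plate controls were vehicle for no effect and positive control for full effect; nearly all actives have a fitted effect of over 50% in size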
# PI5P4K alpha inh: inhibitors of human PI5P4K alpha | 1.2% of 330,000 active | max response, % | P48426 | PI5P4Kalpha enzyme, ADP-Glo luminescence, 60 min; hits give low values; active = max response of -50% or lower; inconclusive = between -30% and -50%; inactive = -30% or higher; note: value at the top dose of about 77 µM; % is set by controls: 0 for no effect and ±100 for the full control effect
#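 Compounds were pin-transferred onto PI5P4Kalpha and substrate in HEPES pH 7.4 buffer with EGTA, CHAPS and 5% DMSO. ATP (5 microM final) started the reaction, which ran 60 minutes at room temperature before ADP-Glo detection.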
# PLK1 PBD block: blocks phosphopeptide binding to human PLK1 polo-box domain; Potency, µM, without a hit: max response, negative = inhibition, most hits filed as inhibitors; Plk1 PBD binding of FITC phosphopeptide, fluorescence polarization; 2.8% of 360,000 active; note: potency is the fitted concentration of half-maximal effect; series mostly up to about 57 µM; % is set by controls: 0 for no effect and ±100 for the full control effect; nearly all actives have a fitted effect of over 65% in size
# * marks the source's active call; other numbers are inactive results; ? = inconclusive; · = no result given; & = joins results of further samples; [ ] = remark or other dose. Unless noted, calls come from the whole dose curve; as a rule, active = well fitted curve in the direction sought with a large enough effect; inconclusive = small, poorly fitted or top-dose-only effect, or another doubt; inactive = no such curve, though single readings can be large; an effect the other way counts as inactive or inconclusive. The list is partial (hit frequency here may not be typical).
SMILES,EPAC2 antag,MmCpn inh,EPAC1 agonist,CCT chaperon mod,WRN inhibitor,EPAC1 antag,PI5P4K alpha inh,PLK1 PBD block
O=C(NCCCN1CCOCC1)c1sc2ccccc2c1Cl,11%,-3%,-3%,-1.2,7%,13%,-1,-1%
O=c1c(-c2ccnn2-c2ccc(F)cc2)cnc2n1CCS2,0%,-1%,-6%,-0.8,2%,4%,-2,-5%
Cc1cc([N+](=O)[O-])nn1CCCC(=O)Nc1cc(Oc2ccc(F)cc2)cc([N+](=O)[O-])c1,-10%,0%,1%,-2.4,-8%,1%,1,1%
COc1cccc(CC(NC(C)=O)C(=O)NC2CCN(c3c(Cc4ccccc4)c(C)nc4ncnn34)CC2)c1OC (stereo not drawn),-2%,0%,5%,-2.8,-3%,-1%,5,-8%
CCN(CC)S(=O)(=O)c1ccc(C(=O)NNc2nc(-c3ccccc3)c3cc(Br)ccc3n2)cc1,1%,-1%,-1%,-5.1,8%,-4%,0,0%
CCN(CC)c1nc(-c2nn[nH]n2)nc(N(CC)CC)n1,6%,-1%,12%,-0.9,-1%,-6%,1,-10%
COCc1cc(C)nc2sc(C(=O)Nc3cccc(OC)c3)c(N)c12,-19%,-5%,11%,-0.7,-5%,0%,1,-14%
Cn1cc([N+](=O)[O-])cc1-c1nc2ccccc2n1C,-3%,-4%,0%,0.9,-5%,-3%,-2,-6%
CCOC(=O)C1CCCN(C(=O)c2cc(F)cc(F)c2)CC1 (stereo not drawn),4%,·,12%,-1.0,-1%,0%,1,-1%
O=C(Cn1cnc2ccccc21)N/N=C/c1ccc([N+](=O)[O-])cc1,4%,0%,7%,-1.6,2%,5%,-4,-14%
CCN(CC)S(=O)(=O)c1ccc(N2CCCCC2)c(NC(=O)/C=C/c2cc(OC)c(OC)c(OC)c2)c1,-10%,-5%,7%,-3.9,-10%,-12%,10,-9%
CCCCn1c(SCC(=O)N2CCc3ccccc32)nnc1-c1ccncc1,0%,1%,4%,-0.7,1%,-10%,-2,-8%
CCS(=O)(=O)c1ccc(O)c(NC(=O)/C=C/c2ccccc2)c1,2%,-3%,-6%,-7.0,1%,-9%,-9,4%
Cc1cc(Cl)c2ccc3ccccc3c2n1,5%,2%,15%,-0.7,-4%,8%,6,-12%
O=C(NCCNC(=O)c1ccc(Br)o1)c1ccc(Br)o1,-1%,1%,0%,-6.1,-8%,7%,-4,?
Cn1c2ccccc2c2cc(/C=C(\NC(=O)c3ccccc3)C(=O)O)ccc21,-1%,-1%,-9%,1.6,-16%,-12%,-20,-16%
CCc1ccccc1NC(=S)N(Cc1ccc(C(=O)O)cc1)Cc1ccc(OC)c(OC)c1,-11%,3%,-3%,0.4,-6%,-3%,1,-14%
CC(=O)c1ccc(NC(=O)CCNC(=O)c2ccc(Cl)cc2)cc1,-14%,-1%,2%,-1.3,2%,-24%,-8,-9%
Cc1cccc(NS(=O)(=O)c2ccc(C(=O)NCC3CCCO3)cc2)c1C (stereo not drawn),-3%,-11%,3%,-2.4,7%,4%,-1,3%
Cc1cccc(-n2ccnc2SCC(=O)O)c1C,0%,1%,-6%,-2.2,-5%,21%,3,-10%
Cc1cc(C)c(-c2csc(NC(=O)CCCc3nc4ccccc4c(=O)[nH]3)n2)c(C)c1,-20%,-7%,-5%,-1.2,-9%,4%,-4,5%
O=C(CC(n1cncn1)C(Cl)(Cl)Cl)c1ccc([N+](=O)[O-])cc1 (stereo not drawn),?,1%,-10%,-37*,-9%,-21%,6,24µM*
CCOC(=O)Nc1ccc(N2CCOCC2)c(S(=O)(=O)Nc2ccc(Cl)cc2)c1,-18%,3%,11%,-0.8,0%,-1%,-2,-13%
COc1ccccc1NC(=O)CSc1nc2ccccc2c(=O)n1CC1CCCO1 (stereo not drawn),?,-1%,0%,-1.7,-2%,-13%,12,-9%
CC(=O)Nc1ccc(N2CCN(Cc3ccccc3F)CC2)cc1,-17%,-5%,5%,1.2,-13%,-16%,·,-4%
CCOc1ccc(C2=Nc3ccc(Br)cc3C(c3ccc(N4CCOCC4)cc3)=NN2)cc1,-2%,2%,-4%,-1.7,-6%,-7%,1,4%
CN(CC(=O)Nc1ccc(N2CCOCC2)cc1)CC(=O)Nc1ccc(C(F)(F)F)cc1,-15%,2%,-4%,-6.3,-1%,4%,1,-8%
Cc1cc(N)ccc1NC(=O)c1ccccc1,-3%,-2%,13%,-4.3,4%,-4%,·,-1%
CNC(=S)N/N=C/c1ccc(N2CCOCC2)s1,4%,-7%,13%,-0.8,-4%,-15%,-9,-14%
COc1cc(C)ccc1OCCOCCOc1cccc2ccc(C)nc12,1%,2%,-1%,2.3,-5%[57.1 µM],-23%,-2,7%
NS(=O)(=O)c1cccc(NC(=O)COC(=O)c2ccccc2SCC(=O)N2CCCC2)c1,?,-1%,-1%,-1.7,-7%,-2%,4,-17%
COc1ccccc1-n1c(SCC(=O)O)nc2c(sc(=S)n2-c2ccccc2C)c1=O,?,0%,8%,-6.5,-10%[57.1 µM],16%,0,-15%
COc1ccc(Cn2c(C3CC3)nc3ccc(NC(=O)C4CC4)cc3c2=O)cc1,-3%,2%,15%,-1.1,-11%,2%,2,7%
O=C1NC(=O)C2(COC(c3cccnc3)OC2)S1 (stereo not drawn),10%,2%,15%,-0.6,-1%,-17%,1,-8%
COc1ccc(-c2c(C#N)c(SCC(=O)c3cc4ccccc4oc3=O)nc(C)c2C(=O)Nc2ccccc2)cc1,1%,-13%,2%,-0.2,-22%[57.1 µM],0%,?,-7%
COC(=O)c1ccc(OCCN2CCCCCC2)cc1,21%,0%,-5%,0.2,0%,2%,-1,-6%
O=C(NCc1cccc(Br)c1)c1cc(-c2ccccc2)nn1CC1CC(c2cccc([N+](=O)[O-])c2)=NO1 (stereo not drawn),11%,·,12%,0.8,4%,2%,2,-6%
CC1Cc2ccccc2N1C(=O)CSc1nnc(-c2ccccc2)c(-c2ccccc2)n1 (stereo not drawn),1%,-3%,16%,0.9,-7%,7%,·,-6%&-7%
COc1ccc(NC(=O)C2(N(C(=O)Cn3nnnc3N)c3ccc(OC)cc3)CCCCC2)cc1,-8%,0%,0%,-6.8,1%,-4%,1,-2%
COc1ccc(NC(=O)CN(C)C(=O)c2cccc(S(=O)(=O)Nc3ccc(OC)cc3)c2)cc1,-2%,0%,2%,1.8,-4%,-4%,-5,-1%

# Fetched by compound from the list above (three):
SMILES,EPAC2 antag,MmCpn inh,EPAC1 agonist,CCT chaperon mod,WRN inhibitor,EPAC1 antag,PI5P4K alpha inh,PLK1 PBD block
COc1ccc(NC(=O)CN(C)C(=O)c2cccc(S(=O)(=O)Nc3ccc(OC)cc3)c2)cc1,-2%,0%,2%,1.8,-4%,-4%,-5,-1%
COc1ccc(Cn2c(C3CC3)nc3ccc(NC(=O)C4CC4)cc3c2=O)cc1,-3%,2%,15%,-1.1,-11%,2%,2,7%
NS(=O)(=O)c1cccc(NC(=O)COC(=O)c2ccccc2SCC(=O)N2CCCC2)c1,?,-1%,-1%,-1.7,-7%,-2%,4,-17%

# (listing goes on)
SMILES,EPAC2 antag,MmCpn inh,EPAC1 agonist,CCT chaperon mod,WRN inhibitor,EPAC1 antag,PI5P4K alpha inh,PLK1 PBD block
CC(=O)c1ccc(NC(=O)CSc2nc(Nc3ccccc3)nc(N3CCOCC3)n2)cc1,13%,0%,?,0.1,-4%,-16%,-4,4%
COc1ccc(OC)c(NC(=O)CCC(=O)Nc2nnc(C(C)C)s2)c1,13%,-2%,-5%,0.1,-3%,-7%,-18,-16%
CN(Cc1ccccc1)C(=O)c1cccc(NC(=O)Cc2cccc(NC(=O)C3CCN(C(=O)C4CC4)CC3)c2)c1,-9%,·,-2%,-1.8,-5%,-20%,6,-5%
NC(=O)C1(N2CCCCC2)CCN(S(=O)(=O)c2ccccc2)CC1,11%,·,-10%,-1.2,-14%,9%,6,-2%
COc1ccc(N2CCN(CC(O)COC(c3ccc(F)cc3)c3ccc(F)cc3)CC2)cc1 (stereo not drawn),-16%,-1%,2%,-0.1,0%,-24%,-1,-6%
CCC(=O)N1CCc2cc(S(=O)(=O)NC(C(=O)Nc3cccc(C)n3)C(C)C)ccc21 (stereo not drawn),3%,-9%,0%,-1.7,2%,?,·,-1%
Cc1cccc(C(=O)Nc2sc3c(c2C(=O)O)CCCC3)c1,3%,-17%,-6%,-2.9,-11%,?,-2,-22%
O=C(Cn1cnc2c(nnn2Cc2ccc(F)cc2)c1=O)Nc1ccc2c(c1)OCCO2,-10%,0%,0%,1.8,-1%,-11%,-1,1%
O=C(NNS(=O)(=O)c1ccccc1[N+](=O)[O-])c1cc2ccccc2cc1O,0%,-2%,7%,-1.2,-32%,-7%,?,-10%
CCOC(=O)C1(C)CCN1C(=O)c1ccc(OC)cc1 (stereo not drawn),23%,·,5%,1.0,-1%,27%,1,-3%
COC(=O)[C@@]1(Cc2ccccc2)[C@H]2C(=O)N(C)C(=O)[C@H]2[C@H]2CN=C(SC)N21,2%,0%,-2%,-0.5,-4%,-4%,-5,0%
COc1cc(OC)cc(C(=O)OCC(=O)Nc2ccc3[nH]c(=O)[nH]c3c2)c1,-3%,-1%,2%,-0.2,0%,-11%,8,2%
CC(=O)N1CCN(c2ccnc3cc(Cl)ccc23)CC1,-2%,0%,5%,0.3,6%,9%,-1,-6%
COc1ccc2[nH]c(C(=O)Nc3ccc4c(c3)OCO4)cc2c1,15%,-2%,-8%,-0.3,-4%,10%,-18,-10%
Cc1nnsc1C(=O)NNC(=O)c1ccc(C(F)(F)F)cc1,2%,-3%,1%,-0.3,-1%,-7%,-6,-2%
COc1cc(NC(=O)c2cc(S(=O)(=O)N3CCCCC3)ccc2N2CCOCC2)cc(OC)c1,8%,-1%,0%,-3.7,-3%,12%,2,4%
CCN(CC)S(=O)(=O)c1ccc2c(c1)c(=O)c(C(=O)NCCc1ccccc1)cn2C,-3%,-3%,-2%,1.1,10%,4%,2,?
CC(CC(=O)O)CC(=O)Nc1cc(C(F)(F)F)cc(C(F)(F)F)c1 (stereo not drawn),4%,0%,-3%,0.2,1%,6%,0,6%
CC1=NN(c2ccc(N)cc2)C(=O)C1,-3%,?,3%,-3.4,45µM*,?,-23,27µM*
Cc1c(O)ccc2c(CN3CCOCC3)cc(=O)oc12,4%,-7%,3%,-2.6,1%[57.1 µM],12%,2,-3%
O=C(NCc1cccc(Cl)c1)c1ccc(S(=O)(=O)N2CCCCC2)cc1,2%,·,-10%,0.3,8%,2%,-1,-1%

# Screening results: PubChem BioAssay, National Center for Advancing Translational Sciences (NCATS)
